HIV fusion peptide = inhibitors of HIV fusion peptide binding, primary screen, biochemical, uHTS, fluorescence dequenching (AID 1986); cell-free peptide binding, fluorescence dequenching, 30 min; higher % means a stronger effect; one-dose inhibition, % at 20 µM; IC50 in µM for titrated hits; hit rate 0.3% among 290,000; in the data active = inhibition mostly above about 52%, no sharp cut-off; inactive = mostly below about 76%; also: some results filed as inactive read as strong as hits
Myeloid diff 2 = induction of myeloid progenitor differentiation, primary screen, cell-based, flow cytometry, MLPCN library; ER-HoxA9 myeloid progenitors, lysozyme-GFP differentiation; calls only at 10 µM; hit rate 1% among 360,000;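 active = normalized GFP-positive differentiation at or above the plate's own cutoff, the solvent-only control mean plus 3 SD; inconclusive = no clear call, values can overlap the other calls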;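 also: cells exposed to compound for four days before flow analysis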
NS5 inhibitors = Dengue-2 NS5 methyltransferase inhibitors, primary screen, biochemical, confirmation dose response (AID 588689) | Genome polyprotein (Dengue virus type 2 (strain 16681-PDK53)) | hit rate 0.3% among 340,000 | one-dose inhibition, % at 25 µM; IC50 in µM for titrated hits | Dengue-2 NS5 methyltransferase capping enzyme assay, biochemical; higher % means a stronger effect; in the data active = a potency from the dose series; inconclusive = inhibition above about 29% without an active follow-up result
Myeloid diff 2 GFP+ MAC1+ % = also measured in Myeloid diff 2; calls as there; GFP+ MAC1+ double positive, %; measured here: differentiation confirmed by MAC1 staining
Numbers without * were called inactive. These rows are one share of the data; the hit share may differ from the screen's.

Screening O=C(O)c1cc2ccccc2c(Cc2c(O)c(C(=O)O)cc3ccccc23)c1O returned HIV fusion peptide 6.3µM*.
Screening CCCCCCCCCCCC(=O)O returned Myeloid diff 2 inactive, NS5 inhibitors -2% and Myeloid diff 2 GFP+ MAC1+ % 2.7.
NC(=NCc1ccccc1)NC(=O)c1nc(Cl)c(N)nc1N was read as Myeloid diff 2 inactive, NS5 inhibitors -7% and Myeloid diff 2 GFP+ MAC1+ % 3.8.
Screening O=C(O)CNC(=O)c1ccccc1 returned Myeloid diff 2 inactive, NS5 inhibitors -1% and Myeloid diff 2 GFP+ MAC1+ % 2.9.
Screening CC(O)CC(=O)O (stereo not given) returned Myeloid diff 2 inactive, NS5 inhibitors -7% and Myeloid diff 2 GFP+ MAC1+ % 1.9.
Nc1c2c(nc3ccccc13)CCCC2O (stereo not given) was read as Myeloid diff 2 inactive, NS5 inhibitors -6% and Myeloid diff 2 GFP+ MAC1+ % 1.6.
For COc1ccc(/C=C/C(=O)O)cc1 the results were Myeloid diff 2 inactive, NS5 inhibitors 1% and Myeloid diff 2 GFP+ MAC1+ % 2.1.
CCCOC(=O)c1ccc(O)cc1 was read as Myeloid diff 2 inactive, NS5 inhibitors -1% and Myeloid diff 2 GFP+ MAC1+ % 1.4.
Screening CCn1cc(C(=O)O)c(=O)c2cc(F)c(N3CCNCC3)nc21 returned Myeloid diff 2 inactive, NS5 inhibitors 4% and Myeloid diff 2 GFP+ MAC1+ % 2.2.
Screening O=C(O)C(O)C(O)C(O)C(O)C(=O)O (stereo not given) (tested in a mixture with another compound) returned Myeloid diff 2 inactive, NS5 inhibitors -1% and Myeloid diff 2 GFP+ MAC1+ % 2.9.
For Cc1cc(C)cc(OCC2CNC(=O)O2)c1 (stereo not given) the results were Myeloid diff 2 inactive, NS5 inhibitors 2% and Myeloid diff 2 GFP+ MAC1+ % 0.8.
CCc1c2c(nc3ccc(OC(=O)N4CCC(N5CCCCC5)CC4)cc13)-c1cc3c(c(=O)n1C2)COC(=O)[C@]3(O)CC was read as Myeloid diff 2 inconclusive and NS5 inhibitors 1%.
Screening CC(C)(CO)C(O)C(=O)NCCCO (stereo not given) returned Myeloid diff 2 inactive, NS5 inhibitors 1% and Myeloid diff 2 GFP+ MAC1+ % 1.2.
Screening O=C(O)/C=C/c1ccc(O)cc1 returned Myeloid diff 2 inactive, NS5 inhibitors 1% and Myeloid diff 2 GFP+ MAC1+ % 0.9.

7 entries already listed, sorted by length of the SMILES, ascending:
Screening CC(O)CC(=O)O (stereo not given) returned Myeloid diff 2 inactive, NS5 inhibitors -7% and Myeloid diff 2 GFP+ MAC1+ % 1.9.
Screening CCCCCCCCCCCC(=O)O returned Myeloid diff 2 inactive, NS5 inhibitors -2% and Myeloid diff 2 GFP+ MAC1+ % 2.7.
CCCOC(=O)c1ccc(O)cc1 was read as Myeloid diff 2 inactive, NS5 inhibitors -1% and Myeloid diff 2 GFP+ MAC1+ % 1.4.
Screening O=C(O)CNC(=O)c1ccccc1 returned Myeloid diff 2 inactive, NS5 inhibitors -1% and Myeloid diff 2 GFP+ MAC1+ % 2.9.
For COc1ccc(/C=C/C(=O)O)cc1 the results were Myeloid diff 2 inactive, NS5 inhibitors 1% and Myeloid diff 2 GFP+ MAC1+ % 2.1.
Nc1c2c(nc3ccccc13)CCCC2O (stereo not given) was read as Myeloid diff 2 inactive, NS5 inhibitors -6% and Myeloid diff 2 GFP+ MAC1+ % 1.6.
Screening O=C(O)c1cc2ccccc2c(Cc2c(O)c(C(=O)O)cc3ccccc23)c1O returned HIV fusion peptide 6.3µM*.

High-throughput results (PubChem BioAssay)
